Compound activity as filed in PubChem.
Bcl-XL Bim block – human Bim-Bcl-XL interaction inhibition. hit rate 0.04% among 190,000. Q07817. inhibition, % at 10 µM. Bim peptide-Bcl-XL binding, bead flow cytometry, fluorescence. AID 1007
Target sequence (Q07817 whole entry, looked up): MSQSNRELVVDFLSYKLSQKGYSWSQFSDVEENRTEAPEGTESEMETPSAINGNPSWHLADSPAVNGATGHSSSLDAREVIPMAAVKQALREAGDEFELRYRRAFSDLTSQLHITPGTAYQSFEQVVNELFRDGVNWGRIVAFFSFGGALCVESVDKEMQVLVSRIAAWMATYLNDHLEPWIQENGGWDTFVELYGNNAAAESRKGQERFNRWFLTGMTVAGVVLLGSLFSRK
RGS4-Gao reg – human RGS4-Galphao interaction regulation. P09471. Multiplexed bead flow cytometry, RGS4-Galphao binding; actives lie on both sides. binding response (% of control), % at 10 µM. hit rate 0.33% among 220,000. AID 1415; in the data active means binding response below about 49% or above about 150%; inactive means in between;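 further: fluorescent Galphao activated with aluminum fluoride binding bead-coupled RGS4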
Target sequence (P09471 whole entry, looked up): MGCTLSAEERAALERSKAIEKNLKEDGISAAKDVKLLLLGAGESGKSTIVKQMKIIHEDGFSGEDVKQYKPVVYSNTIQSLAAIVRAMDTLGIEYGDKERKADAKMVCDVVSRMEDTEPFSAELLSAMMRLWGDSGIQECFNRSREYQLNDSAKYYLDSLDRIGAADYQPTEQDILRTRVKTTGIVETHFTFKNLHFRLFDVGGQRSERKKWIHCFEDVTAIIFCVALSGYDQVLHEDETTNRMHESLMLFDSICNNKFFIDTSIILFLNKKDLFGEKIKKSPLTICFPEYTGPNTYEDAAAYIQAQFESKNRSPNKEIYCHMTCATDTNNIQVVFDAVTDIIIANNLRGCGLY
RGS7-Gao – regulators of human RGS7-Galphao interaction; Multiplexed bead flow cytometry, RGS7-Galphao binding; actives lie on both sides; AID 1439; P09471; binding response (% of control), % at 10 µM; hit rate 0.35% among 220,000; in the data active means binding response below about 49% or above about 150%; inconclusive means no clear call, values can overlap the other calls; inactive means in between;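 further: fluorescent Galphao held in activated GDP-AlF4 state binding bead-coupled RGS7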
Mcl1-Bid inh – Mcl-1/Bid interaction inhibition; Q07820; TR-FRET Mcl-1/Bid-Dy647 peptide binding, 1536-well; inhibition, % at 21.7 µM; hit rate 0.97% among 220,000; AID 1021;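 active means compounds that cut the binding signal by more than half at the single screening dose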;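 further: His-tagged Mcl-1 with europium anti-His antibody binding Bid BH3 peptide; 0% = Mcl-1 plus peptide wells and 100% = peptide-only wells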
RGS8-Gao reg – regulators of human RGS8-Galphao interaction. P09471. multiplexed bead flow cytometry, RGS8-Galphao binding; actives lie on both sides. response (percent of control binding), % at 10 µM. hit rate 0.34% among 220,000; in the data active means response below about 60% or above about 140%; inactive means in between;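 further: Galphao activated as the GDP aluminium fluoride complex binding bead-coupled RGS8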
Bfl-1 Bim block – human Bim-Bfl-1 interaction inhibition; Q16548; Bead-based flow cytometry, Bim-Bfl-1 binding inhibition; inhibition, % at 10 µM; hit rate 0.12% among 190,000;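 further: 0% = wells without compound plus tracer and 100% = blocker peptide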
Bcl-2 Bim block – inhibitors of Bim-Bcl-2 interaction, human; P10415; AID 950; Bead-based flow cytometry, Bim peptide-Bcl-2 binding; hit rate 0.06% among 190,000; inhibition, % at 10 µM; in the data active means inhibition above about 40%; inconclusive means no clear call, values can overlap the other calls;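 further: 0% = no compound wells with probe peptide and 100% = reference peptide inhibitor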
Target sequence (P10415 whole entry, looked up): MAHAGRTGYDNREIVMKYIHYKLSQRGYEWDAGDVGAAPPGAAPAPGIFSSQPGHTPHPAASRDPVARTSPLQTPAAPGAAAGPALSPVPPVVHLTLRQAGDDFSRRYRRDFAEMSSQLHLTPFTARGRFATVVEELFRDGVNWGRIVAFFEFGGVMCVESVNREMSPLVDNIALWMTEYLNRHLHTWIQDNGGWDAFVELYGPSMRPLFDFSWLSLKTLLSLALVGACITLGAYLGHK
Bcl-W Bim block – inhibitors of Bim-Bcl-W interaction, human; bead-based flow cytometry, Bim peptide-Bcl-W binding; inhibition, % at 10 µM; hit rate 0.02% among 190,000; Q92843; AID 952;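 further: 0% = bound tracer without compound and 100% = peptide blocker; higher means less fluorescent Bim peptide bound to Bcl-W beads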
Bcl-B Bim block – disrupts Bim peptide binding to human Bcl-B | AID 951 | inhibition, % at 10 µM | hit rate 0.073% among 190,000 | Q9HD36 | bead-based flow cytometry;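 further: 0% = tracer peptide without compound and 100% = reference inhibitor peptide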
Mcl-1 Bim block – disrupts Bim peptide binding to human Mcl-1. Q07820. Bead-based flow cytometry, Bim peptide-Mcl-1 binding. inhibition, % at 10 µM. hit rate 0.1% among 190,000. AID 1009;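 further: 0% = no compound tracer wells and 100% = peptide blocker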
Mcl1-Noxa inh – disrupts binding of human Mcl-1 to Noxa peptide; Q07820; TR-FRET Mcl-1/Noxa peptide binding, 2 h; inhibition, % at 21.7 µM; hit rate 1.5% among 220,000;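 active means compounds that cut the protein-peptide binding signal by more than 50% relative to plate controls in a single-dose test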;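 further: His-tagged Mcl-1 with rhodamine Noxa BH3 peptide and terbium anti-His antibody; 0% = Mcl-1 plus Noxa peptide wells and 100% = peptide-only wells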
An asterisk follows results filed as active; ? = inconclusive; / = not tested or not shown. Unless noted, no stated cut-off is given here; in the data, active means inhibition above about 40%.

Bcl-XL Bim block	RGS4-Gao reg	RGS7-Gao	Mcl1-Bid inh	RGS8-Gao reg	Bfl-1 Bim block	Bcl-2 Bim block	Bcl-W Bim block	Bcl-B Bim block	Mcl-1 Bim block	Mcl1-Noxa inh	structure
0	95	99	-10	96	1	0	0	-1	-2	8	Cn1c(=O)c2c(nc(SCCCC#N)n2Cc2ccccc2F)n(C)c1=O
-9	103	101	-5	101	-16	-8	-4	-9	-3	0	CCN1CCCC1CNC(=O)CCc1nc(-c2ccc(C)cc2)no1 (centres undefined)
-3	102	101	-52	97	2	0	0	-1	0	18	CCOC(=O)c1cccc(NC(=O)c2ccc(N(C)C)cc2)c1
-1	99	98	-8	107	0	0	-2	-1	-3	7	CCOc1ccc2nc(NC(=O)Nc3ccccc3)sc2c1
0	91	86	-16	93	-3	-1	0	-3	-2	6	Cn1nc(-c2ccccc2)c(-c2nc(-c3cccc(C(F)(F)F)c3)no2)c1Cl
-10	107	102	-9	106	-9	-6	-7	-13	-7	1	COc1ccc(OCC(=O)Nc2cc3oc4ccccc4c3cc2OC)cc1
-5	105	102	13	103	-13	-10	1	-13	-2	8	CCOC(=O)c1cccc(S(=O)(=O)N(CCO)Cc2cc3cc(OC)ccc3[nH]c2=O)c1
1	94	96	-11	99	-2	0	-3	-3	1	11	CCCCN(C(=O)/C=C/c1ccc(OCC(C)C)c(OCC)c1)c1c(N)n(CCC)c(=O)[nH]c1=O
2	81	84	-5	94	-2	-3	-1	-5	-1	16	Cn1c(=O)oc2cc(S(=O)(=O)NCc3ccncc3)ccc21
-4	103	?	-21	102	-2	-1	-1	-3	0	1	CC(Oc1ccc(Cl)cc1Cl)c1ccnc2nc(N3CCOCC3)nn12 (centres undefined)
/	98	?	-14	102	/	/	/	/	/	11	Cc1ccc2ncnc(Oc3ncccc3[N+](=O)[O-])c2c1
-6	95	98	2	97	-2	0	-4	-4	-5	13	COc1ccc(C2=NN(CN3C(=O)C(=O)c4ccccc43)C(c3ccc(OC)cc3)C2)cc1 (centres undefined)
0	102	102	-3	112	0	-6	-2	0	0	21	CC1CCN(S(=O)C23CC4CC(CC(C4)C2)C3)CC1 (centres undefined)
-3	99	99	-82	103	0	-1	-4	-10	-2	5	CCNC(=S)NNC(=O)c1csc(C)c1
-5	98	99	-35	102	-8	-2	-3	-7	-5	1	Cc1ccc(-n2cc(CN3CCNC(=O)CC3)c(-c3cccc(C)c3)n2)cc1
0	100	96	-10	105	-8	-1	0	0	0	15	O=C(COc1cc(O)c2c(=O)cc(-c3ccccc3)oc2c1)c1ccc(F)cc1
-6	99	95	-4	100	-15	-9	-1	-4	-2	12	O=C1CCc2cc(S(=O)(=O)N3CCN(C(=O)c4ccco4)CC3)ccc2N1
-3	101	100	-21	103	-8	-2	-3	-6	-2	-1	COc1cccc(CNC(=O)CCC2CCCN(Cc3cc4ccccc4o3)C2)c1 (centres undefined)
-5	97	93	0	91	-2	-1	-3	-3	29	7	CC(=O)NC1=NN(C(C)=O)C(c2cccc([N+](=O)[O-])c2)S1 (centres undefined)
-2	96	102	-23	106	1	-2	3	2	2	5	C=CCn1c(SCC(=O)N2CC(=O)Nc3ccccc32)nc2scc(-c3cccs3)c2c1=O
-4	96	98	-33	95	-5	-3	-3	-4	0	3	Cc1ccc(SCC(=O)N(C)C2CCS(=O)(=O)C2)cc1 (centres undefined)
-4	102	95	-60	102	-14	-5	3	-8	0	4	COc1ccc(C(=O)/C=C/N2CCCCC2)cc1OC
-2	98	99	-13	99	2	-1	-6	-3	-1	3	CN1C(=O)N(C)C2(c3ccccc3)Nn3c(s/c(=C/c4ccco4)c3=O)=NC12c1ccccc1 (centres undefined)
-1	98	97	2	98	0	-3	-1	0	0	-5	CCC(C)N=CC1=C(O)C(C(=O)OC)C(C)(C)CC1=O (centres undefined)
0	99	108	-7	100	0	1	0	-2	1	9	C=CCNS(=O)(=O)c1cccc2cc(C(=O)O)c(O)cc12
-5	97	102	-8	98	0	-12	-4	-28	17	5	Cc1cc(C(F)(F)F)nn1Cc1n[nH]c(=S)n1Cc1ccccc1
-2	103	97	-4	99	-10	-7	3	-8	0	7	O=C(O)C1C2C=CC3(CN(CC(O)COc4ccccc4)C(=O)C13)O2 (centres undefined)
0	101	108	-25	102	-10	-7	0	-7	-7	9	CCN(CC)C(=O)CSC1=Nc2ccccc2C2=NC(Cc3c[nH]c4ccccc34)C(=O)N12 (centres undefined)
-4	103	101	-16	102	-10	-12	-1	-8	0	14	O=S(=O)(NCc1ccccn1)c1ccc(F)cc1
-7	101	104	12	101	-11	-4	-3	-8	-6	-5	CCSc1nc(-c2ccccc2)c(C#N)c(=O)[nH]1

(cont.)
Bcl-XL Bim block	RGS4-Gao reg	RGS7-Gao	Mcl1-Bid inh	RGS8-Gao reg	Bfl-1 Bim block	Bcl-2 Bim block	Bcl-W Bim block	Bcl-B Bim block	Mcl-1 Bim block	Mcl1-Noxa inh	structure
1	102	96	0	95	0	0	4	-1	3	51*	N#CC1=C(N)Oc2c(sc3ccccc23)C1c1ccco1 (centres undefined)
-3	101	102	-11	101	-1	-3	0	-7	-2	7	CNc1nnc(-c2ccc(OC)cc2)s1
-1	101	101	-78	99	-8	-8	3	-5	-1	-12	O=c1[nH]c(Nc2ccc(F)cc2)cc2ccccc12
3	105	103	-23	100	2	3	0	-12	3	12	CCCCn1c(=N)n(CC(=O)c2ccc([N+](=O)[O-])cc2)c2ccccc21
0	94	?	-49	94	-2	-1	0	-2	0	-4	Cn1c(/C=C/N(Cc2ccccc2)c2ccccc2)c([N+](=O)[O-])c(=O)n(C)c1=O
0	94	89	23	92	0	-3	0	-1	-1	90*	O=C(CSc1nnc(-c2ccco2)c(-c2ccco2)n1)Nc1ccccc1
-2	102	98	-30	99	-1	-2	-2	-1	0	11	CC(C)CN(CC(C)C)S(=O)(=O)N1CCC(C(=O)NCc2ccc(F)cc2)CC1
-7	104	100	-30	105	-9	-10	0	-11	-2	15	CC(C)(C)c1[nH]nc2c1C(Cc1ccccc1)C(C#N)=C(N)O2 (centres undefined)
9	93	99	-2	91	8	14	2	-25	6	11	COc1ccc(OC)c(-c2nc3cc4ccccc4cc3nc2-c2ccccc2)c1
-4	100	100	-4	102	-14	-6	-2	-7	-2	33	O=C(N[C@@H](Cc1ccccc1)c1nc2ccccc2[nH]1)c1cc([N+](=O)[O-])ccc1Cl
0	95	95	8	82	8	0	1	0	1	46	Cc1csc(NC(=O)C2CCN(C(=O)c3ccccc3C)CC2)n1
1	96	98	-25	98	-3	-3	2	0	0	27	Nc1c(C(=O)NC2CCCC2)sc2nc(-c3cccs3)ccc12
-5	102	105	-36	103	-5	-8	1	-8	0	16	C/C(=N\NC(=O)c1cccc(S(=O)(=O)Nc2ccccc2Cl)c1)c1ccc(-n2ccnc2)cc1
-3	100	97	-40	99	-1	-4	-4	-7	-5	4	COc1ccc(N2CCN(C(=O)CSc3nnc4c(C)cc5ccc(C)c(C)c5n34)CC2)cc1
-11	99	98	-23	101	-17	-9	-3	-8	-2	-11	O=C(Nc1ccc(NC(=O)c2cccs2)cc1)c1ccc(Br)o1
-8	99	92	-43	97	-5	-3	-2	-1	0	7	CCOC(=O)C1(CCOC)CCN(Cc2ccc(COC)o2)CC1
1	106	103	-14	102	-4	0	2	-5	2	14	Nc1ccc(C#Cc2ccccc2)cc1
-4	100	97	-10	103	-10	-3	-2	-8	0	5	COc1ccccc1N1CCN(S(=O)(=O)c2cnc[nH]2)CC1
-8	106	104	6	121	-8	-14	-10	-5	-9	-6	CCN(CC)CCCN1C(=O)C(O)=C(C(=O)c2sc(C)nc2C)C1c1ccco1 (centres undefined)
-4	101	100	-20	100	-18	-12	0	-8	-6	-5	N#Cc1nc(COc2ccc(Cl)cc2)oc1N1CCCCCC1
-12	95	97	-11	97	-1	-3	-10	-3	-26	16	Cc1nn(C)c2nc(-c3cccs3)cc(C(F)(F)F)c12
-6	101	98	-12	103	-8	-6	0	-3	0	6	CCOc1ccc(NC(=O)CS(=O)(=O)c2cn(C)c3ccccc23)cc1
-5	104	106	-4	100	-10	-10	-1	-6	-1	-12	COc1ccccc1NC(=O)C(CCS(C)(=O)=O)N1C(=O)c2ccccc2C1=O (centres undefined)
-19	100	100	-9	97	-6	-3	-7	-15	-8	62*	CC(=O)Nc1sc(N/N=C\c2ccccc2F)nc1-c1cccs1

Among those listed so far, 7 contain a thiophene ring, fused or not.
Bcl-XL Bim block	RGS4-Gao reg	RGS7-Gao	Mcl1-Bid inh	RGS8-Gao reg	Bfl-1 Bim block	Bcl-2 Bim block	Bcl-W Bim block	Bcl-B Bim block	Mcl-1 Bim block	Mcl1-Noxa inh	structure
-3	99	99	-82	103	0	-1	-4	-10	-2	5	CCNC(=S)NNC(=O)c1csc(C)c1
-2	96	102	-23	106	1	-2	3	2	2	5	C=CCn1c(SCC(=O)N2CC(=O)Nc3ccccc32)nc2scc(-c3cccs3)c2c1=O
1	102	96	0	95	0	0	4	-1	3	51*	N#CC1=C(N)Oc2c(sc3ccccc23)C1c1ccco1 (centres undefined)
1	96	98	-25	98	-3	-3	2	0	0	27	Nc1c(C(=O)NC2CCCC2)sc2nc(-c3cccs3)ccc12
-11	99	98	-23	101	-17	-9	-3	-8	-2	-11	O=C(Nc1ccc(NC(=O)c2cccs2)cc1)c1ccc(Br)o1
-12	95	97	-11	97	-1	-3	-10	-3	-26	16	Cc1nn(C)c2nc(-c3cccs3)cc(C(F)(F)F)c12
-19	100	100	-9	97	-6	-3	-7	-15	-8	62*	CC(=O)Nc1sc(N/N=C\c2ccccc2F)nc1-c1cccs1
